Assay outcomes as filed in PubChem.
P. falciparum M17LAP: P. falciparum M17LAP inhibitors, primary screen, biochemical, fluorogenic H-Leu-NHMec substrate, 1536-well (AID 1619); recombinant M17LAP, H-Leu-NHMec fluorogenic kinetic assay; higher % means a stronger effect; inhibition, % at 30 µM; hits with a dose series show IC50 in µM; hit rate 0.38% among 220,000;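 active = compound inhibiting the enzyme by more than half at any dose during confirmatory dose-response retesting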;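 also: plate controls were full reaction with DMSO carrier for no effect and no enzyme background for full effect; strong numbers were not always called active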
Yfh1-depleted yeast: mitochondrial function rescue without frataxin homolog – Friedreich's ataxia, plus single-dose screen, dose response (AID 1465); S. cerevisiae Yfh1-off respiration, WST-1 reduction, 72 h; higher fold induction means a stronger effect; one-dose fold induction at 50 µM; EC50 in µM for titrated hits; hit rate 0.074% among 220,000;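 active = fold induction of absorbance versus untreated yeast above a set limit, then at least 30% activation at any dose in follow-up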;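 also: activators that raise dye reduction in frataxin-depleted yeast; strong numbers were not always called active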
Insulin prom up: MIN6 insulin promoter up-regulation | hit rate 0.3% among 190,000 | MIN6 insulin promoter-GFP reporter, high-content imaging; hits give high values | z-score at 5 µM;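 active = z-score above 3 at 5 µM with at least 500 cells counted in the well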
MT stabilizer: microtubule stabilizers in HeLa cells; % tubulin-high responders, % at 10 µM; HeLa tubulin immunostaining HCS, 24 h; share of cells brighter than vehicle mean+2SD; AID 2205; hit rate 0.83% among 200,000;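 active = plate Z-score above 3 for both tubulin-high and condensed-nucleus cell shares, with cell loss under 80%, at 10 µM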;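 also: anti alpha tubulin signal scored within the nucleus-defined area of each cell; some results filed as inactive read as strong as hits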
Dynein cargo inh: blocks dynein driven cargo transport along microtubules; 3617.4 mouse cells, GR-EGFP nuclear translocation imaging; test concentration mostly 20 µM; stimulated with dexamethasone, 1 µM; hits give low values; z-score, hits read low; hit rate 0.47% among 220,000;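 active = plate z-score of nuclear minus cytoplasmic receptor signal below a set negative limit, without overly bright fluorescence or cell loss, cut at about -3.5 in these data, passing the limit was not always enough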;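 also: z-score of nuclear minus cytoplasmic ring GR-EGFP intensity difference per well; some compounds called inactive have numbers as strong as hits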
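Schedule: 48 h induction, then 1 h compound, then 30 min agonist, 37 °C. Buffer or medium: tetracycline-free induction medium containing charcoal-stripped FBS. Reagent: 1.0 µM final dexamethasone stimulus. Evaluation: nuclear versus cytoplasmic GR-EGFP signal, averaged per well. Signal: high-content fluorescence imaging after fixation.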
M1AAP inhibition: malaria alanyl aminopeptidase activity blockers – biochemical, fluorogenic H-Leu-NHMec substrate, 1536-well (AID 1445) | recombinant M1AAP, H-Leu-NHMec fluorogenic kinetic assay; higher % means a stronger effect | one-dose inhibition, % at 30 µM; IC50 in µM for titrated hits | hit rate 0.42% among 220,000;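 active = primary inhibition above the hit cutoff, then over 50% inhibition at one or more dose response concentrations, cut at about 23% in these data, passing the limit was not always enough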;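 also: plate controls were DMSO full reaction for no effect and no enzyme background for full effect; strong numbers were not always called active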
Autophagy HCS: modulators of autophagy; MEF GFP-LC3 puncta imaging; test concentration mostly 10 µM; calls only at 10 µM (by protocol); AID 463193; hit rate 0.98% among 190,000;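 active = percentage of spot-positive cells more than 3 SD above its plate mean, without a fluorescence outlier flag or 80% toxicity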;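 also: spot-positive cell cutoff set from DMSO-treated cells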
Lipid droplet: hepatic lipid droplet formation modulation; inhibition, % at 6.5 µM; AML12 mouse hepatocytes, oleate lipid droplets, BODIPY imaging; AID 1656; hit rate 0.4% among 240,000;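 active = lipid droplet intensity inhibited by at least 50%, with more than 500 cells counted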
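Assay system: AML12 mouse liver cells | Compound dosing: One dose, 6.5 µM compound | Read-out basis: Droplet intensity reduction, % inhibition | Measured by: Fluorescence imaging, 20x objective, two fields per well | Schedule: Overnight treatment with compound plus oleate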
CSM14.1 death rescue: rescue of cells from ER stress-induced death, primary screen, 384-well, CSM14.1, thapsigargin, ATP luminescence (AID 1222); 190,000 tested, under 10 active; CSM14.1 thapsigargin-induced death rescue, ATP luminescence; higher % means a stronger effect; cellular ATP content (survival), % at 20 µM, or EC50 in µM where a hit was titrated;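 active = EC50 below 50 µM in the dose-response confirmation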;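 also: death triggered by thapsigargin at about 15 µM added after 2 h compound pretreatment; cell ATP read after overnight thapsigargin exposure of roughly 18 to 22 hours; normalized against plate controls of thapsigargin alone and 5% DMSO vehicle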
Dynein cargo inh cytoplasmic EGFP: also measured in Dynein cargo inh; calls as there; z-score; measured here: cytoplasmic GR-EGFP intensity; hits give high values
Dynein cargo inh nuclear GR-EGFP: second read-out of Dynein cargo inh, no call of its own (marks repeat the call); z-score; measured here: nuclear GR-EGFP intensity;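 lower value marks the stronger effect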
Dynein cargo inh cell count: also measured in Dynein cargo inh; calls as there; z-score; measured here: cell count per field
Insulin prom up cell count: second read-out of Insulin prom up, no call of its own (marks repeat the call); cell count; measured here: cytotoxicity, nuclei count;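 total cells summed across four imaged fields per well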
Lipid droplet cells 6.5 µM: recorded beside Lipid droplet, whose call it bears; cell count; measured here: cell count, cytotoxicity flag;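 cells counted across two imaged fields per well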
MT stabilizer Hoechst-high %: recorded beside MT stabilizer, whose call it bears; % Hoechst-high responders; measured here: nuclear condensation Hoechst responders;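 share of cells brighter than vehicle mean plus two SD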
MT stabilizer cytotoxicity %: also measured in MT stabilizer; calls as there; toxicity, %; measured here: cytotoxicity by cell density;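 0% = mean cell density of plate MIN control wells and 100% = no cells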
Autophagy HCS cell loss 18 h: second read-out of Autophagy HCS, no call of its own (marks repeat the call); toxicity, %; measured here: cell loss, nuclei count;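 cell loss after 18 h compound exposure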
* hit, by the source's call; i = inactive; x = not tested or not shown.

SMILES	P. falciparum M17LAP	Yfh1-depleted yeast	Insulin prom up	Insulin prom up cell count	MT stabilizer	MT stabilizer Hoechst-high %	MT stabilizer cytotoxicity %	Dynein cargo inh	Dynein cargo inh cytoplasmic EGFP	Dynein cargo inh nuclear GR-EGFP	Dynein cargo inh cell count	M1AAP inhibition	Autophagy HCS	Autophagy HCS cell loss 18 h	Lipid droplet	Lipid droplet cells 6.5 µM	CSM14.1 death rescue
Cc1cc(C)c(C(CC(=O)c2cccs2)C(C#N)C#N)c(C)c1 (centres undefined)	-4%	i	1.7	1288	2.5	3.2	5.2	-3.2	0.42	-1.9	0.69	6%	i	-10	32	596	-5.8%
Cc1ccc(CNC(=O)CSc2nc3[nH]ncc3c(=O)[nH]2)cc1	8%	i	0.12	1414	5.3	2.9	3.0	1	2.8	0.59	-0.99	0%	i	14	-6	644	-4.1%
CCCCOc1ccc(CON(C(C)=O)C(C)=O)cc1Cl	2%	i	-0.26	1136	x	x	x	-0.69	-0.1	-0.38	1	3%	x	x	35	665	x
CN(CC(=O)Nc1cccc(F)c1)CC(=O)Nc1ccc(Cl)cc1[N+](=O)[O-]	9%	i	-0.61	1263	2.4	1.1	0.3	-0.95	-0.26	-0.62	0.88	3%	i	6	-13	726	0.7%
CCC(=O)c1ccc2ncccc2c1	12%	i	0.17	1433	1.7	2.6	3.7	0.85	-0.22	0.96	-1.4	2%	i	12	16	638	-0.8%
CCOCCCNC(=O)c1ccc(Br)cc1	8%	i	-0.47	1523	2.6	1.5	8.2	-0.87	-0.12	-1.1	-0.64	2%	i	1	x	x	-0.4%
COc1cc(C(=O)NCc2cn3cccc(C)c3n2)cc(OC)c1OC	3%	i	0.3	842	1.1	2.2	4.0	-0.38	-0.21	-0.2	0.28	1%	i	0	x	x	2.0%
O=S(=O)(Nc1ccncc1Cl)c1cccc(Cl)c1Cl	10%	i	-0.18	1376	x	x	x	0.22	-0.21	0.0098	0.46	2%	x	x	-3	702	x
O=C1c2ccccc2S(=O)(=O)N1CC1CC(c2ccccc2Cl)=NO1 (centres undefined)	10%	i	-0.27	1183	3.8	1.9	10.0	0.088	-0.29	0.66	0.33	8%	i	-1	-13	759	-1.3%
O=C(NCc1nnc(SCC(=O)N2CCCCCC2)o1)c1ccco1	-7%	i	0.52	963	2.1	1.0	4.3	-0.57	-0.23	0.068	0.34	8%	i	30	10	807	0.0%
C=CCc1cccc(C=Nc2cc(Br)ccc2O)c1O	13%	i	0.12	1185	1.8	2.9	4.3	-0.87	-0.28	-0.83	1.3	13%	i	19	-16	685	-4.5%
CC(C)c1nc(N2CCOCC2)c(C#N)c2c1CCC2	-8%	i	1.2	1383	4.5	2.8	3.5	-0.88	0.48	-0.92	0.26	3%	i	-10	x	x	0.9%
COc1cccc(C(=O)OC2CCN(C)CC2)c1	0%	i	-0.5	1403	1.5	1.3	3.6	1.2	-0.17	0.89	-1.2	1%	i	34	-14	673	0.4%
CCN(CC)c1ccc2ccc(=O)oc2c1	-108%	i	-0.44	1490	4.5	1.9	7.5	-0.43	-0.24	-0.15	1	12%	i	5	1	761	-0.1%
O=C(NCc1ccco1)c1ccc2c(c1)N(Cc1ccccc1)C(=O)CS2=O (centres undefined)	1%	i	-0.88	1231	8.5	2.1	2.6	5	0.12	3.5	-1.4	3%	x	x	-3	712	-1.5%

Two entries from above, set out differently:
| mol | P. falciparum M17LAP | Yfh1-depleted yeast | Insulin prom up | Insulin prom up cell count | MT stabilizer | MT stabilizer Hoechst-high % | MT stabilizer cytotoxicity % | Dynein cargo inh | Dynein cargo inh cytoplasmic EGFP | Dynein cargo inh nuclear GR-EGFP | Dynein cargo inh cell count | M1AAP inhibition | Autophagy HCS | Autophagy HCS cell loss 18 h | Lipid droplet | Lipid droplet cells 6.5 µM | CSM14.1 death rescue |
| --- | --- | --- | --- | --- | --- | --- | --- | --- | --- | --- | --- | --- | --- | --- | --- | --- | --- |
| CN(CC(=O)Nc1cccc(F)c1)CC(=O)Nc1ccc(Cl)cc1[N+](=O)[O-] | 9% | i | -0.61 | 1263 | 2.4 | 1.1 | 0.3 | -0.95 | -0.26 | -0.62 | 0.88 | 3% | i | 6 | -13 | 726 | 0.7% |
| CCC(=O)c1ccc2ncccc2c1 | 12% | i | 0.17 | 1433 | 1.7 | 2.6 | 3.7 | 0.85 | -0.22 | 0.96 | -1.4 | 2% | i | 12 | 16 | 638 | -0.8% |

More results follow.
SMILES	P. falciparum M17LAP	Yfh1-depleted yeast	Insulin prom up	Insulin prom up cell count	MT stabilizer	MT stabilizer Hoechst-high %	MT stabilizer cytotoxicity %	Dynein cargo inh	Dynein cargo inh cytoplasmic EGFP	Dynein cargo inh nuclear GR-EGFP	Dynein cargo inh cell count	M1AAP inhibition	Autophagy HCS	Autophagy HCS cell loss 18 h	Lipid droplet	Lipid droplet cells 6.5 µM	CSM14.1 death rescue
COc1ccc(N=C(C)C2=C(O)COC2=O)cc1	12%	i	-0.97	833	4.8	2.3	8.7	0.07	-0.2	0.22	-0.024	15%	i	-11	x	x	-0.5%
Cn1nccc1C(=O)Nc1sc2c(c1C(N)=O)CCCC2	-5%	i	0.27	1377	2.7	1.6	4.1	0.44	-0.26	0.21	0.52	7%	i	24	0	663	0.0%
c1cncc(Nc2nc(-c3cccnc3)cs2)c1	14%	i	0.45	1691	4.7	1.3	5.3	0.44	-0.2	0.51	-0.059	4%	i	1	x	x	-1.6%
CNS(=O)(=O)c1ccc(NS(=O)(=O)c2ccccc2F)cc1	5%	i	0.31	1331	3.7	2.0	12	0.067	1	0.5	1.2	3%	i	5	-4	688	0.3%
O=C(Cn1nc(C(F)F)cc1C1CC1)NCCC1=CCCCC1	-4%	i	0.89	1157	4.1	2.4	6.1	0.89	0.018	0.54	-0.83	6%	i	-5	-16	719	-4.4%
Cc1cc(C)c(NC(=O)COc2nncc3ccccc23)c(C)c1	8%	i	0.34	1404	2.5	2.0	2.8	0.51	0.06	0.022	-0.71	3%	i	13	14	730	-2.7%
Clc1ccc(-c2cn3cccnc3n2)cc1Cl	-6%	i	0.05	840	3.4	0.7	4.1	-0.43	-0.046	-0.12	0.77	3%	i	-11	13	680	-1.2%
CC(C)c1ccc(CNc2ccc(N3CCOCC3)cc2)cc1	10%	i	-0.24	1302	1.9	3.1	14	-1.1	-0.24	0.059	0.22	13%	i	1	-43	688	x
O=C(N/N=C/c1ccc(O)c(O)c1)c1cccc(S(=O)(=O)N2CCCCC2)c1	6%	i	-0.24	1319	3.6	3.2	11	-0.047	-0.069	0.24	0.28	9%	i	15	1	649	0.0%
O=C(NC(=S)Nc1nc(-c2ccc(Br)cc2)cs1)c1ccco1	18%	i	0.27	1185	2.5	2.7	3.0	-0.48	-0.33	-0.19	0.77	3%	i	27	-34	659	-0.1%
CCOC(=O)Nc1cc(NC(=O)OCC)c(C)nc1C	-2%	i	0.68	1402	x	x	x	-0.54	-0.24	-0.49	0.12	0%	x	x	15	762	x
O=C(CN(C(=O)c1ccco1)c1cccc(F)c1)NCc1ccc(F)cc1	11%	i	x	x	4.5	2.2	5.5	-0.63	-0.25	-0.085	1.2	0%	i	-10	x	x	-0.8%
O=c1oc2ccccc2cc1NCc1ccccc1O	3%	i	-1.1	1039	8.3	1.0	2.9	-1.2	-0.26	-0.69	0.71	5%	x	x	12	669	x
COCC(=O)Nc1ccc(Nc2ccccc2)cc1	-4%	i	0.19	1207	3.0	0.8	19	-0.88	-0.27	-0.22	1.6	4%	i	7	4	631	-1.3%
Cc1c(Br)c([N+](=O)[O-])nn1CCCC(=O)Nc1c(C)n(C)n(-c2ccccc2)c1=O	1%	i	-0.79	1188	2.8	1.4	6.1	-0.35	-0.26	-0.33	0.41	2%	i	-3	5	740	3.4%
Cn1c(SCC(N)=O)nnc1C1CCN(C(=O)NCc2ccccc2)CC1	8%	i	-0.01	1178	1.6	1.1	2.4	-1.2	-0.16	-0.39	0.032	4%	i	-5	17	753	1.6%
Cc1ccc(CN(C#N)c2nc(C)cc(C)n2)cc1	-12%	i	-0.43	1410	3.0	2.0	4.7	0.66	-0.25	-0.67	0.78	-2%	i	12	x	x	-2.2%
Cc1c(NC(=O)Nc2ccc(Cl)c(Cl)c2)sc(=S)n1C	x	i	x	x	1.5	2.0	5.1	0.27	-0.21	0.98	-0.34	x	i	-35	x	x	x
CCOc1ccc(-c2nnn(CC(=O)NCc3ccc(C)cc3)n2)cc1	9%	i	-0.22	1168	4.5	7.6	1.3	-0.43	-0.33	-0.39	0.82	2%	i	21	-2	729	0.0%
O=C(c1ccc(F)cc1)N1CCCCC(S(=O)(=O)c2ccccc2)C1=O (centres undefined)	3%	i	0.59	1081	3.1	2.5	10	1.2	-0.062	2.2	-1.5	12%	i	5	14	735	-3.9%
Cn1cnc(S(=O)(=O)Nc2ccc(C(F)(F)F)cc2)c1	9%	i	-0.43	1286	4.8	2.1	0.9	1.4	-0.18	0.6	-0.013	15%	i	-12	-2	621	x
CCN(C(=O)COc1ncnc2ccc(Br)cc12)C1CCS(=O)(=O)C1 (centres undefined)	10%	i	0.7	1166	3.8	4.7	6.6	0.2	-0.084	0.14	0.63	4%	i	8	x	x	-1.8%
Nc1nc2ccc(C(=O)NCCOC(=O)C3CCCCC3)cc2s1	0%	i	-0.3	1517	3.6	1.8	2.9	-1.5	-0.3	-0.56	1.4	7%	i	-1	0	668	2.5%
O=C(Cc1ccc(Cl)cc1)OCc1nnc(-c2ccccc2)o1	2%	i	0.27	1589	2.3	2.1	5.0	-1.3	-0.33	-0.045	0.99	5%	i	-2	8	712	-2.0%
